# High-throughput results: PubChem, The Scripps Research Institute Molecular Screening Center
# TbREL1 primary = TbREL1 inhibition, primary screen. TbREL1 RNA ligation, FRET fluorescence. AID 1117264. P86926. inhibition, % at 9.66 µM. actives 0.49% (n = 89,000);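 active = inhibition above the mean inhibition across all screened compounds plus 3 SD, cut at about 11% in these data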;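 also: 0% = plate median of test wells and 100% = NSC42067 control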
# Target sequence (P86926 whole entry, looked up): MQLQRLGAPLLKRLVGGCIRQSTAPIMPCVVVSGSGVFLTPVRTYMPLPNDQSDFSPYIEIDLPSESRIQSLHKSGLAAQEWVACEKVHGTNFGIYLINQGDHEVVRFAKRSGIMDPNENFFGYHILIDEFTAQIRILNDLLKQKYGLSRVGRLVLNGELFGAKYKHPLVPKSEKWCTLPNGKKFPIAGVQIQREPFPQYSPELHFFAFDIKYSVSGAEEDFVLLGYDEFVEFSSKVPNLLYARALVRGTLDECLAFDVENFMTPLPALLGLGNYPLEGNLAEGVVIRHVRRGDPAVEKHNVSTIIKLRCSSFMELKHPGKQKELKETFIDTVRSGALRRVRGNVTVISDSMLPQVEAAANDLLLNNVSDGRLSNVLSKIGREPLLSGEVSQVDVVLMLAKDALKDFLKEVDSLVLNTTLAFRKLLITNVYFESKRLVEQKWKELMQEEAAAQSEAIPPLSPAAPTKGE
# Active calls of the source: *.
SMILES,TbREL1 primary
CC(=O)NNC(=O)CCn1nnc(-c2ccc(Cl)cc2)n1,0
O=C(CNC(=O)c1ccccc1)OCC(=O)c1ccccc1Cl,1
CSc1ccc(Cn2nnc(C(=O)NCCc3ccc(Cl)cc3)c2N)cc1,2
O=[N+]([O-])c1ccc(N/N=C/c2ccc(OCc3cccc4ccccc34)cc2)nc1,3
COc1ccc(NC(=O)Cn2nc(C(F)(F)F)c3c2CCCC3)cc1OC,-1
CCN1c2cccc3cccc(c23)S1(=O)=O,1
CC(=O)Cc1nsc(NC(=O)c2cc(-c3ccccc3Cl)oc2C)n1,0
O=C(NCCc1ccccc1)C1CCN(C(=O)NCc2ccccc2)CC1,0
Cc1[nH]c2ccccc2c1C(=O)C(C)OC(=O)c1ccc(Cl)nc1 (stereo not drawn),2
COc1ccc(Cn2c(C)c(C)c(C#N)c2NC(=O)Nc2cccc(Cl)c2)cc1,-2
Cc1cc(C)c(C)c(S(=O)(=O)N2CCC(C(=O)Nc3ccc(S(=O)(=O)N4CCOCC4)cc3)CC2)c1C,6
CC(=O)c1cccc(NC(=O)C(C)N(C)CC(=O)Nc2ccc(Cl)cc2)c1 (stereo not drawn),0
COc1ccc(CN2CCNC(=O)C2CC(=O)N(C)CCC2CCOCC2)c(OC)c1 (stereo not drawn),4
CCN1CCCC1CNC(=O)Cn1nc(C)n2c(cc3cc(C)ccc32)c1=O (stereo not drawn),1
O=C(CSc1ccccc1)Nc1ccncc1,0
O=C(NCc1cccs1)C1CCN(S(=O)(=O)c2ccccc2F)CC1,2
O=C(COC(=O)c1cccc([N+](=O)[O-])c1)NCc1cccs1,2
C#Cc1ccc([C@@H]2C=C(C(=O)NCc3ccccc3)O[C@H](OCC)[C@H]2CCCO)cc1,-2
COc1ccc(C(=O)NN)cc1COc1ccc(Br)cc1,6
Cc1cc(C)c(S(=O)(=O)Nc2cccnc2)c(C)c1,1
COc1ccc(/C=N/OCC(=O)NC(c2ccccc2)c2ccccc2)c(OC)c1,-1
CCOC(=O)N1CCN(C(c2ccnc3ccccc23)c2nnnn2-c2c(C)cccc2C)CC1 (stereo not drawn),3
O=C(NCc1ccc2c(c1)OCO2)C1CCC(CNc2c(N3CCCCC3)c(=O)c2=O)CC1 (stereo not drawn),-1
CC(=O)Nc1ccc(CN2C(=O)C(Cc3ccccc3)ON=C2c2cccc(F)c2)cc1 (stereo not drawn),5
O=C(CSc1nnnn1-c1ccccc1Cl)Nc1ccc2c(c1)OCCO2,5
CCNC(=O)Cn1cc(C(F)(F)F)cc(Cl)c1=O,0
C[C@H]1[C@H](NC(=O)c2ccc(Cl)cc2)CC[C@@]23CCCN2C(=O)CCC[C@@H]13,-4
CCOC(=O)C1CCN(S(=O)(=O)c2ccc(OC)c(C(=O)N3CCCCC3)c2)CC1,0
O=S1(=O)CCN2N=C(C3CC3)SC2=N1,2
O=C1C(C=NCc2cccnc2)=C(O)c2ccccc21,2
COCCNC(=O)Nc1ccc2c(c1)N(C)C(=O)c1ccccc1S2,-3
CCOC(=O)C1CCN(C(=O)C(C)Sc2ccc(Cl)cc2)CC1 (stereo not drawn),-4
CC(Oc1ccccc1)C(=O)Nc1c2c(nn1-c1ccccc1)CS(=O)C2 (stereo not drawn),1
Cc1cc(=O)oc2c(C)c3occc3cc12,2
Cc1ccc(NC(=S)N(CCN2CCCCC2)Cc2ccco2)cc1,-2
COc1ccc(OC)c(N=C(C)C2=C(O)COC2=O)c1,-4
O=C(Nc1c2c(nn1-c1ccc(F)cc1)CS(=O)C2)c1ccc2c(c1)OCO2 (stereo not drawn),0
COc1ccc(C2=NN(c3nc(-c4ccc(CNC(C)=O)cc4)cs3)C(c3ccco3)C2)cc1 (stereo not drawn),0
COc1ccc(C(=O)OCC(=O)NC(=O)NC2CCCC2)cc1OC,-3
COCCN(C(=S)Nc1cccc(C)c1)C(C)c1cccnc1 (stereo not drawn),1
CCN(c1ccccc1)S(=O)(=O)c1ccc(Cl)c(NC(=O)COC(=O)c2ccc(Cl)c(N)c2)c1,0
S=C(Nc1ccc(Cl)cc1)Nc1ccc2cn[nH]c2c1,-2
Cc1ccc(CNC(=O)CN2C(C)CCCC2C)cc1 (stereo not drawn),-2
Cc1ccc(Cl)c(OCC(=O)Nc2cccnc2)c1,-1
OCCCN1CCN(CCCOc2ccccc2-c2ccccc2)CC1,-2
Cc1cc(C)n(-c2cc(N3CCN(C(=O)c4cccc(F)c4)CC3)ccc2[N+](=O)[O-])n1,-2
O=C(CN1C(=O)c2cccc3cccc1c23)NCc1ccc2c(c1)OCO2,0
O=C(Cc1ccccn1)Nc1ccccc1,1
COCCNC(=S)N=Nc1c(O)[nH]c2ccc([N+](=O)[O-])cc12,3
CCCNC(=O)C1(C)CCCN(C(=O)c2ccccc2F)C1 (stereo not drawn),3
COC(=O)C1=C(N)Oc2cc(C)n(CC3CCCO3)c(=O)c2C1c1ccc(Cl)c(Cl)c1 (stereo not drawn),4
CCOC(=O)C1=NOC(CNC(=O)C2=NOC(CNC(=O)c3c(-c4ccccc4Cl)noc3C)C2)C1 (stereo not drawn),-1
O=CNCc1nc2ccccc2n1CCCc1ccccc1,-1
COc1ccc(CN2C(=O)c3ccccc3C2=O)cc1C(=O)N(C)CC(=O)Nc1ccc(C)cc1,-2
COc1ccc(N)cc1C#N,-2
COc1ccccc1CNC(=O)CSc1n[nH]c(N)n1,4
COc1cccc(-c2cc(C(=O)NCC3CCCO3)c3cc(Br)cc(C)c3n2)c1 (stereo not drawn),2
O=C(OC(C(=O)NC1CCCCC1)c1ccccc1F)c1ccco1 (stereo not drawn),1
O=C(/C=C/c1cccs1)NC1CCCC1,3
CCc1ccc(S(=O)(=O)Nc2ccc(N3CCN(C)CC3)cc2)cc1,-5
# Remaining list, next part:
SMILES,TbREL1 primary
O=C(NCc1cc(C(F)(F)F)cc(C(F)(F)F)c1)C1CC(c2ccccc2[N+](=O)[O-])=NO1 (stereo not drawn),-2
CCC(C)NC(=O)CC(C)C (stereo not drawn),12*
Cc1cc(NC(=O)CN(C)CC(=O)Nc2ccc(Cl)cc2)no1,-1
CCOC(=O)[C@]12CCC=C1N(CCC1=CCCCC1)C(=O)[C@H](CC(=O)NCCc1ccccc1OC)C2,-2
O=C(COc1ccc(S(=O)(=O)N2CCCC2)cc1Cl)NCc1ccccn1,-2
CCOC(=O)C1C(=O)OC(C)(C)C1C(CC)C(=O)c1ccccc1 (stereo not drawn),1
Cc1cc(C)cc(Cn2cc(CN3CC(N4CCN(CCN(C)C)CC4)CS3(=O)=O)nn2)c1 (stereo not drawn),-1
O=C1NC[C@H](Cc2ccccc2)N(CC2CCN(CCc3ccc(-c4ccccc4)cc3)CC2)C1=O,-3
CCOC(=O)C1=C(C)NC(=S)N(C(C)=O)C1c1ccc(OC)c(OC)c1 (stereo not drawn),-3
COc1cccc(OC)c1NC(=O)C1CCCN1C(=O)Nc1ccccc1Cl (stereo not drawn),3
CCOC(=O)c1nn(-c2ccccc2)c(=O)c2c(NC(C)=O)scc12,1
CCCCOc1ccc(-n2nc(C)cc2C)nn1,-3
Oc1ccc(/C=N/Nc2ccccc2)cc1,-1
Cc1cc(=O)[nH]c(N/N=C/c2c(C)nn(-c3ccccc3)c2C)n1,0
COc1ccc(/C=C(\NC(=O)c2ccccc2)C(=O)N2CCN(C)CC2)cc1OC,0
Cc1ccn(CC(=O)N2CCCC(N3CCN(Cc4ccc5c(c4)OCO5)CC3)C2)n1 (stereo not drawn),0
NC1=NC2(CCCCC2)N(c2ccc(F)cc2)C(N)=N1,-1
C#CCOCCOCCOCCNc1nc(N2CCN(C(=O)Cn3cc(CCCN=C(N)N)nn3)CC2)nc(N2CCN(C(=O)[C@H](C)n3cc(CCCN=C(N)N)nn3)CC2)n1,2
COc1ccc(-c2csc3ncnc(Nc4ccc(O)cc4)c23)cc1,0
Cc1cccc(CCNC(=O)C2CCCN(S(=O)(=O)c3cnc[nH]3)C2)c1 (stereo not drawn),2
O=C(NCCN1CCC(Cc2ccccc2)CC1)C1CCCN(S(=O)(=O)c2ccc(Cl)s2)C1 (stereo not drawn),6
COc1ccc(CNC(=O)CCCn2nc(C)c([N+](=O)[O-])c2C)cc1,1
CCOc1ccc(C(c2c(O)nc(SC)n(C)c2=O)c2c(O)nc(SC)n(C)c2=O)cc1,-1
CCCCCC(=O)Nc1nc(C)c(-c2csc(Nc3cc(Cl)ccc3OC)n2)s1,2
C[C@H](CO)N1C[C@H](C)[C@H](CN(C)Cc2ccccc2)Oc2ccc(NC(=O)Nc3ccc(F)cc3)cc2C1=O,-2
O=C(CNC(=S)N(Cc1ccccc1F)C1CCCCC1)NCC1CCCO1 (stereo not drawn),-7
O=C(CCC(=O)N(CC(=O)NC1CCCCC1)c1ccccc1F)Nc1nccs1,0
COc1ccc(CCNc2oc(COc3ccccc3F)nc2C#N)cc1OC,0
COc1ccc(OCC(=O)N2CCN(C(=O)c3cccc4ccccc34)CC2)cc1,-2
O=C(Oc1ccc([N+](=O)[O-])cc1)O[C@H]1CC[C@@]23CCCN2C(=O)CCC[C@H]3C1,-2
CCCOCCc1nnc(N)s1,3
Cc1onc(-c2c(F)cccc2Cl)c1C(=O)NCCN1CCNC1=O,1
O=C1CC(N(CCc2ccccc2)C(=S)Nc2cc(Cl)ccc2Cl)C(=O)N1c1c(Cl)cccc1Cl (stereo not drawn),3
O=C(Nc1ccc(CN2CCCCC2)cc1)c1sc2ccccc2c1Cl,7
O=C(O[C@H]1[C@H](Cc2ccccc2)NS(=O)(=O)[C@H]2C[C@@H]3C=C[C@]12O3)c1ccc([N+](=O)[O-])cc1,-1
CCNC(=O)C(=O)Nc1ccc([N+](=O)[O-])cc1,1
CCn1c(SCC(=O)N2c3ccccc3CCc3ccccc32)nc2c1c(=O)n(C)c(=O)n2C,0
CC(Oc1ccc(F)cc1)C(=O)Nc1cc(S(=O)(=O)N2CCOCC2)ccc1N1CCN(C)CC1 (stereo not drawn),-1
CN(C)C(=O)NC1c2ccccc2-c2ccccc21,-1
CC(=O)Nc1ccc(C(=O)NCCCSc2ccccc2)cc1,-1
CCOc1cc(S(=O)(=O)N2CCOCC2)ccc1F,0
COc1ccc(S(=O)(=O)NCC(=O)NCCc2ccc(OC)c(OC)c2)cc1,-2
Cc1ccc(CN(CC(=O)NCC2CCCO2)S(=O)(=O)c2ccc(C)cc2)cc1 (stereo not drawn),-3
COC(=O)C1=C(C)NC(=O)/C1=C\N(C)C,6
Cc1cnc(NC(=O)c2cccc(S(=O)(=O)N3CC(C)OC(C)C3)c2)s1 (stereo not drawn),0
CC(C)CNC(=O)c1cc(S(=O)(=O)N2CCOCC2)ccc1N1CCCC1,0
Cc1ccccc1SCc1noc(C(=O)NCC2CCCO2)c1C(=O)O (stereo not drawn),3
Cc1ccc(N2CCN(C(C(=O)Nc3c(C)cccc3C)c3ccccc3OC(F)(F)F)CC2)cc1 (stereo not drawn),-7
COc1ccccc1S(=O)Cc1ccc(C(=O)NCc2ccccc2Cl)o1 (stereo not drawn),-1
Cc1ccc(-c2nc(-c3ccccn3)no2)cc1Cl,-1
CC(Cc1ccco1)NC(=O)c1cccc(S(=O)(=O)N(C)C)c1 (stereo not drawn),0
Cc1cc(-n2cc(Br)c(=O)[nH]c2=O)nc(-c2ccccc2)n1,9
CC1CCCCN1S(=O)(=O)c1ccc2c(c1)oc(=O)n2CC(=O)O (stereo not drawn),1
Cn1c(=O)c2cc(S(=O)(=O)NCCC(=O)Nc3ccccc3F)ccc2n(C)c1=O,1
O=C(C1CCN(S(=O)(=O)c2ccccc2)CC1)N1CCN(C2CCCCC2)CC1,-3
COC(=O)c1sc(N2C(=O)c3oc4ccccc4c(=O)c3C2c2cccc(O)c2)nc1C (stereo not drawn),2
O=C(Cc1c(F)cccc1Cl)N1CCN(S(=O)(=O)c2cccs2)CC1,-2

# Structures above that have fluorine (20):
SMILES,TbREL1 primary
COc1ccc(NC(=O)Cn2nc(C(F)(F)F)c3c2CCCC3)cc1OC,-1
O=C(NCc1cccs1)C1CCN(S(=O)(=O)c2ccccc2F)CC1,2
CC(=O)Nc1ccc(CN2C(=O)C(Cc3ccccc3)ON=C2c2cccc(F)c2)cc1 (stereo not drawn),5
CCNC(=O)Cn1cc(C(F)(F)F)cc(Cl)c1=O,0
O=C(Nc1c2c(nn1-c1ccc(F)cc1)CS(=O)C2)c1ccc2c(c1)OCO2 (stereo not drawn),0
Cc1cc(C)n(-c2cc(N3CCN(C(=O)c4cccc(F)c4)CC3)ccc2[N+](=O)[O-])n1,-2
CCCNC(=O)C1(C)CCCN(C(=O)c2ccccc2F)C1 (stereo not drawn),3
O=C(OC(C(=O)NC1CCCCC1)c1ccccc1F)c1ccco1 (stereo not drawn),1
O=C(NCc1cc(C(F)(F)F)cc(C(F)(F)F)c1)C1CC(c2ccccc2[N+](=O)[O-])=NO1 (stereo not drawn),-2
NC1=NC2(CCCCC2)N(c2ccc(F)cc2)C(N)=N1,-1
C[C@H](CO)N1C[C@H](C)[C@H](CN(C)Cc2ccccc2)Oc2ccc(NC(=O)Nc3ccc(F)cc3)cc2C1=O,-2
O=C(CNC(=S)N(Cc1ccccc1F)C1CCCCC1)NCC1CCCO1 (stereo not drawn),-7
O=C(CCC(=O)N(CC(=O)NC1CCCCC1)c1ccccc1F)Nc1nccs1,0
COc1ccc(CCNc2oc(COc3ccccc3F)nc2C#N)cc1OC,0
Cc1onc(-c2c(F)cccc2Cl)c1C(=O)NCCN1CCNC1=O,1
CC(Oc1ccc(F)cc1)C(=O)Nc1cc(S(=O)(=O)N2CCOCC2)ccc1N1CCN(C)CC1 (stereo not drawn),-1
CCOc1cc(S(=O)(=O)N2CCOCC2)ccc1F,0
Cc1ccc(N2CCN(C(C(=O)Nc3c(C)cccc3C)c3ccccc3OC(F)(F)F)CC2)cc1 (stereo not drawn),-7
Cn1c(=O)c2cc(S(=O)(=O)NCCC(=O)Nc3ccccc3F)ccc2n(C)c1=O,1
O=C(Cc1c(F)cccc1Cl)N1CCN(S(=O)(=O)c2cccs2)CC1,-2

# Some of the compounds tested; count on the stated rates, not on these rows.
